Assay outcomes as filed in PubChem.
PhoP inhibition: inhibitors of PhoP regulon expression, primary screen, Salmonella Typhimurium, GFP reporter (AID 1863); S. Typhimurium PhoP-regulated promoter GFP reporter, 4 h; higher % means a stronger effect; inhibition, % at 50 µM, or IC50 in µM where a hit was titrated; actives 0.16% (n = 300,000);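 active = inhibition over 29.93%, a cutoff 3 SD above the screen mean, later confirmed by dose response; inconclusive = inhibition over 29.93% but no dose response follow-up; inactive = inhibition at most 29.93% or unconfirmed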;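 also: 0% = low Mg2+ inducing control and 100% = high Mg2+ repressing control; strong numbers were not always called active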
CSM14.1 death rescue: protection against thapsigargin-triggered cell killing – 384-well, CSM14.1, ATP luminescence, primary screen (AID 1222) | CSM14.1 thapsigargin-induced death rescue, ATP luminescence; higher % means a stronger effect | 190,000 tested, under 10 active | cellular ATP content (survival), % at 20 µM; hits with a dose series show EC50 in µM;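 active = EC50 below 50 µM in the dose-response confirmation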;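 also: death triggered by thapsigargin at about 15 µM added after 2 h compound pretreatment; cell ATP read after overnight thapsigargin exposure of roughly 18 to 22 hours; normalized against plate controls of thapsigargin alone and 5% DMSO vehicle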
MgcRacGAP inhibition: MgcRacGAP GTPase-activating activity inhibitors, confirmation, biochemical, ADP Hunter fluorescence | actives 0.6% (n = 340,000) | MgcRacGAP-stimulated Rac1 GTP hydrolysis, ADP Hunter fluorescence; higher % means a stronger effect; GST-tagged Rac1 F28L mutant substrate | inhibition, % at 30 µM, or IC50 in µM where a hit was titrated;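 active = first-screen hits whose inhibition reached a set limit at any dose in the follow-up dose series; inconclusive = inhibition above the set first-screen limit but never retested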;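 also: fluorescence reports GDP produced by GAP-driven GTP hydrolysis; strong numbers were not always called active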
West Nile antiviral: inhibition of WNV-induced cytopathic effect – cell-based, CPE readout (AID 1621); West Nile virus-infected cells, CPE inhibition; higher % means a stronger effect; one-dose CPE inhibition, % at 10 µM; IC50 in µM for titrated hits; actives 0.02% (n = 290,000); in the data active = a potency from the dose series; inconclusive = CPE inhibition mostly from about 3.7% at the one dose, without a potency; inactive = the rest, 99 in 100 with CPE inhibition below about 2.2%; also: strong numbers were not always called active
SV40 large T antigen: TAg ATPase/helicase activity blockers – biochemical (AID 1903). inhibition, % at 20 µM; hits with a dose series show IC50 in µM. SV40 large T antigen ATPase/helicase inhibition assay; higher % means a stronger effect. actives 0.39% (n = 310,000); in the data active = a potency from the dose series; inconclusive = inhibition mostly from about 32% at the one dose, without a potency; inactive = the rest, 99 in 100 with inhibition below about 32%; also: strong numbers were not always called active
RSV antiviral HEp-2: inhibition of RSV-induced cytopathic effect – HEp-2 cells, primary 10 µM value included (AID 2391) | CPE inhibition, % at 10 µM, or IC50 in µM where a hit was titrated | HEp-2 cells, RSV-induced CPE inhibition; higher % means a stronger effect | actives 0.13% (n = 310,000); in the data active = a potency from the dose series; inconclusive = CPE inhibition mostly from about 23% at the one dose, without a potency; inactive = the rest, 99 in 100 with CPE inhibition below about 21%; also: strong numbers were not always called active
GPR35 arrestin U2OS: inhibition of zaprinast-stimulated GPR35 beta-arrestin translocation – imaging, U2OS, beta-arrestin-GFP, zaprinast agonist, primary screen (AID 2058); inhibition, % at 10 µM, or IC50 in µM where a hit was titrated; actives 0.052% (n = 290,000); U2OS GPR35 beta-arrestin-GFP translocation imaging, zaprinast antagonism; higher % means a stronger effect;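 active = inhibition of at least 50% with at least 30 cells and total cytoplasm GFP at most 10,000,000; inconclusive = under 30 cells or total GFP of 10,000,000 plus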
LYP inhibition: PTPN22 lymphoid phosphatase activity blockers – biochemical, fluorescence intensity, uHTS (AID 1779). actives 0.054% (n = 290,000). inhibition, % at 11.5 µM, or IC50 in µM where a hit was titrated. recombinant LYP phosphatase, fluorescence intensity; higher % means a stronger effect; in the data active = inhibition above about 50%;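 also: plate controls were vehicle with enzyme for no effect and no enzyme for full effect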
NS5 inhibitors: flavivirus cap methylation enzyme inhibition – biochemical, confirmation dose response, primary screen (AID 588689) | Dengue-2 NS5 methyltransferase capping enzyme assay, biochemical; higher % means a stronger effect | one-dose inhibition, % at 25 µM; IC50 in µM for titrated hits | actives 0.3% (n = 340,000); in the data active = a potency from the dose series; inconclusive = inhibition above about 29% without an active follow-up result
Numbers without * were called inactive; ? = inconclusive; . = no result given; & = joins results of further samples.

SMILES	PhoP inhibition	CSM14.1 death rescue	MgcRacGAP inhibition	West Nile antiviral	SV40 large T antigen	RSV antiviral HEp-2	GPR35 arrestin U2OS	LYP inhibition	NS5 inhibitors
COc1cc(/C=N/N2CCOCC2)ccc1OC(=O)c1ccco1	-4.9%	-0.1%	8.2%	1.1%	18.1%	0.1%	8.7%	-0.5%	-1.6%
CN(C)Cc1ccccc1Cc1ccccc1	4.8%	-1.1%	7.1%	0.1%	7.1%	3.3%	5.5%	-5.9%	-7.9%
CCc1ccc(NC(=O)C2CCCN(S(=O)(=O)c3cnc[nH]3)C2)cc1 (stereo not drawn)	-8.9%	.	-11.6%	-0.2%	10.5%	4.6%	-13.1%	-12.4%	-8.0%
Cc1ccc(CNC(=O)COC(=O)c2ccc(Cl)c(N)c2)cc1	2.7%	-1.4%	1.1%	-0.3%	10.9%	0.8%	14.7%	-8.9%	-0.7%
Cc1cccc(C(=O)NCCc2nnc(SCC(=O)Nc3cccc(C(=O)O)c3)n2C)c1	7.7%	.	9.6%	0.0%	-14.8%	0.6%	5.0%	-1.5%	10.5%
COc1ccc(Oc2c(Cl)cnn(-c3ccc(C)cc3)c2=O)cc1	7.6%	-0.6%	3.5%	2.4%	6.0%	-0.3%	5.0%	-1.8%	-4.1%
CCN(CCO)Cc1csc2ccc(Br)cc12	24.3%	-3.3%	3.7%	-0.1%	8.7%	-1.5%	0.0%	-8.6%	.
CCCCSc1nc2c(c(=O)[nH]c(=O)n2C)n1CCc1ccccc1	.	-0.4%	0.9%	-0.2%	3.0%	0.6%	-5.0%	2.4%	-2.8%
O=C(CCc1nc2ccccc2[nH]1)NC1CCCCC1	-1.3%	0.0%	4.4%	0.9%	6.3%	1.4%	8.7%	-3.5%	-1.4%
O=C(Nc1cc(C(=O)N2CCN(c3ccccc3O)CC2)ccc1Cl)c1cccs1	-2.6%	.	8.4%	.	3.9%	1.9%	.	.	-7.9%
C=C(C)CN(CC)C(=O)Cn1cnc2c(oc3ccccc32)c1=O	-6.5%	.	7.2%	0.0%	-0.7%	0.2%	-4.0%	-6.9%	2.6%
CC1=CSC2=NC(=O)/C(=C/c3cccc(OC(=O)c4ccco4)c3)C(=N)N12	-0.1%	-0.6%	12.5%	-0.6%	4.5%	2.8%	8.4%	-6.2%	0.7%
COc1cc2c(cc1OC)C(C)N(C(=O)c1cc3n(n1)C(C(F)(F)F)CC(c1ccco1)N3)CC2 (stereo not drawn)	-4.3%	1.3%	13.8%	0.6%	-0.6%	0.2%	-5.0%	1.6%	2.1%
CC1CCc2onc(C(=O)O)c2C1 (stereo not drawn)	-6.0%	-2.1%	4.7%	0.0%	17.2%	0.8%	21.9%	-7.7%	-2.2%
O=C(NCCCn1ccnc1)c1ccc(N2CCCCCC2)c([N+](=O)[O-])c1	0.7%	-0.6%	1.1%	-1.1%	7.9%	-2.1%	13.6%	5.5%	-3.6%
CC1(C)Cc2c(oc3ncn4ncnc4c23)CO1	-2.6%	5.1%	8.4%	0.5%	11.7%	1.5%	-17.7%	-6.1%	.
Cc1cccc(C(=O)Nc2c(C(=O)N3CCN(C)CC3)cnn2-c2ccccc2)c1	-4.1%	.	10.4%	0.0%	29.3%	1.7%	-0.3%	-1.0%	-6.5%
COC(=O)N1CC(c2ccccc2)CC1=O (stereo not drawn)	0.0%	.	10.4%	0.6%	0.9%	0.3%	-1.3%	0.0%	2.5%
Cc1[nH]n(-c2nc(-c3ccccc3)cc(=O)[nH]2)c(=O)c1CCO	-10.3%	.	8.1%	0.6%	25.6%	0.6%	-13.0%	-1.0%	-3.7%
COc1c(O)cc2oc(-c3ccc(O)cc3)cc(=O)c2c1O	-2.7%	.	10.2%	2.2%	?	5.5%	5.3%	-3.7%	-1.6%

Full records, quoted from the list. Values in the order: PhoP inhibition, CSM14.1 death rescue, MgcRacGAP inhibition, West Nile antiviral, SV40 large T antigen, RSV antiviral HEp-2, GPR35 arrestin U2OS, LYP inhibition, NS5 inhibitors
`COc1cc(/C=N/N2CCOCC2)ccc1OC(=O)c1ccco1` across the screens: -4.9%, -0.1%, 8.2%, 1.1%, 18.1%, 0.1%, 8.7%, -0.5%, -1.6%
`COc1cc2c(cc1OC)C(C)N(C(=O)c1cc3n(n1)C(C(F)(F)F)CC(c1ccco1)N3)CC2` (stereo not drawn) across the screens: -4.3%, 1.3%, 13.8%, 0.6%, -0.6%, 0.2%, -5.0%, 1.6%, 2.1%
`COC(=O)N1CC(c2ccccc2)CC1=O` (stereo not drawn) across the screens: 0.0%, ., 10.4%, 0.6%, 0.9%, 0.3%, -1.3%, 0.0%, 2.5%

Following part
SMILES	PhoP inhibition	CSM14.1 death rescue	MgcRacGAP inhibition	West Nile antiviral	SV40 large T antigen	RSV antiviral HEp-2	GPR35 arrestin U2OS	LYP inhibition	NS5 inhibitors
O=C(O)c1cc(-c2cccs2)nc2ccc(F)cc12	9.4%	.	11.4%	0.4%	4.9%	-0.8%	-5.0%	-7.8%	0.0%
CCOC(=O)C1=NNC(C(=O)c2ccc(Cl)cc2)C1c1ccc(OC)cc1 (stereo not drawn)	-2.8%	-0.8%	12.8%	-1.1%	10.4%	9.9%	-10.6%	-5.6%	-9.0%
COC(=O)c1ccccc1NC(=S)N1CCN(c2ccc(OC)cc2)CC1	-9.0%	0.8%	22.4%	-0.7%	15.3%	0.4%	-7.4%	-5.9%	-4.0%
COc1ccc(OC)c(-c2c[n+](=O)c3c(n2[O-])CCCC3)c1	-7.8%	-0.8%	6.9%	0.1%	10.3%	2.3%	-2.4%	-2.8%	6.5%
Clc1ccc(/C=N/N2CCN(Cc3ccccc3Cl)CC2)cc1	3.5%	-1.1%	12.0%	-0.6%	8.6%	7.8%	-2.8%	-2.0%	0.0%
O=S(=O)(c1ccc(Oc2ccc(Br)cc2F)nc1)N1CCCCC1	0.1%	.	-3.1%	-0.3%	9.3%	3.2%	.	.	-5.6%
CC(=O)c1cc(C#N)c(SCc2ccc([N+](=O)[O-])cc2)nc1C	4.4%	-1.0%	1.9%	-0.2%	10.3%	1.7%	7.8%	-0.2%	-1.5%
COc1ccc(C)cc1NC(=O)CN(c1ccccc1)S(C)(=O)=O	-4.2%	-1.8%	-6.2%	-0.3%	5.7%	1.0%	-10.4%	-0.9%	4.8%
CCC(=O)NC(=S)Nc1ccc2oc(-c3ccc(OC)cc3)nc2c1	6.9%	-1.7%	3.8%	-0.8%	5.9%	-0.4%	11.7%	6.4%	6.0%
CC(=O)C(Sc1ncnc2sc3c(c12)CCCC3)C(C)=O	3.2%	-1.9%	0.0%	-0.6%	11.8%	?	-4.5%	0.3%	-8.0%
COC(=O)c1cnn(-c2nc(OC)cc(OC)n2)c1C	-1.6%	-0.7%	7.7%	-0.2%	14.9%	4.8%	5.1%	-3.7%	-2.5%
C=CCn1c(P(C)(=O)O)nc2ccccc21	-10.7%&-3.5%	-0.9%&-3.8%	4.6%&-1.1%	0.5%&-0.1%	1.6%&11.0%	3.4%&0.5%	-1.8%&-5.3%	-2.0%&-7.0%	-14.0%&-2.2%
COc1ccc2c(=O)c(-c3ccccc3)coc2c1	-6.8%	-0.9%	6.3%	-0.9%	5.4%	5.5%	-0.4%	-3.9%	-7.0%
COc1ccc(N2C(=O)C(Cl)=C(N3CCCC3)C2=O)cc1	-4.0%	-0.8%	7.8%	-0.6%	5.0%	0.8%	6.8%	5.7%	-10.6%
COc1ccc(N(CC(=O)NCC2CCCO2)C(=O)CCC(=O)Nc2nccs2)c(OC)c1 (stereo not drawn)	-2.0%	.	9.1%	0.3%	4.6%	1.8%	2.3%	-4.0%	8.1%
CCNC(=O)NC(=O)C(C)OC(=O)c1cc(S(=O)(=O)N2CCCCCC2)ccc1OC (stereo not drawn)	-14.6%	-1.7%	4.4%	1.4%	48.6%	2.5%	6.2%	3.7%	-0.8%
CCOc1ccccc1NC(=O)c1ccoc1C	7.4%	-1.0%	9.2%	-0.2%	4.1%	0.9%	-7.3%	-6.5%	-2.4%
Cc1cc2c(cc3c(=O)n(CC(=O)NCCCN4CC(C)CC(C)C4)ncn32)s1 (stereo not drawn)	0.9%	.	3.6%	-0.7%	.	-0.9%	8.2%	-9.2%	-3.0%
CCO[C@@H]1OC(C(=O)NCc2ccccc2)=C[C@H](C2CC2)[C@H]1CCCO	7.6%	-0.1%	3.0%	-0.5%	17.7%	0.9%	22.2%	-6.2%	-9.8%
COCCNC(=O)CSc1nnc(-c2ccccc2F)n1Cc1ccccc1	-4.2%	-0.7%	6.0%	-0.1%	1.7%	-0.4%	3.9%	-8.4%	-2.7%
CCC(c1nnnn1CCc1ccccc1)N(Cc1ccco1)Cc1cc2cc(C)cc(C)c2[nH]c1=O (stereo not drawn)	1.8%	-1.6%	2.1%	1.3%	-4.2%	6.6%	-10.0%	3.2%	-8.8%
Cc1ccc(S(=O)(=O)N=Nc2c(O)[nH]c3ccccc23)cc1	-4.9%	-3.1%	8.9%	0.1%	5.6%	2.4%	-3.4%	-5.5%	0.8%
Cc1cc(C)nc(/N=C(\N)Nc2ccc([N+](=O)[O-])cc2)n1	12.0%	0.4%	6.4%	-0.8%	-0.8%	2.6%	-2.6%	-4.2%	1.6%
CC1C(=O)N2CCCc3cc(NC(=O)C4CCCCC4)cc1c32 (stereo not drawn)	4.0%	.	3.4%	.	6.6%	-2.0%	.	.	-7.3%
CC(C)CC(NC(=O)C1CCCN1C(=O)[C@@H](C)NC(=O)OCc1ccccc1)C(=O)NCC(N)=O (stereo partly drawn)	4.9%	.	6.2%	-0.5%	2.9%	0.2%	0.8%	-10.7%	4.6%
O=C(Oc1ccc(Br)cc1C(=S)N1CCOCC1)c1cccc([N+](=O)[O-])c1	-0.6%	.	1.7%	-0.1%	2.4%	0.4%	4.7%	-5.5%	-4.0%
O=C(CSc1ncc(-c2ccc(F)cc2)[nH]1)Nc1cccc(O)c1	0.0%	-1.4%	9.8%	-0.2%	3.2%	0.4%	1.0%	-3.8%	-4.2%
CCn1cc(CN2CCN(C)C(CCO)C2)c2ccccc21 (stereo not drawn)	-2.2%	.	-2.3%	-0.6%	11.0%	-1.9%	-7.1%	-1.7%	-2.3%
S=C(NCCc1ccccn1)NC1CCCCC1	14.7%	-3.7%	3.8%	-0.6%	-19.5%	1.4%	-14.0%	-1.1%	-7.3%
O=C(Oc1ccc2ccc(=O)oc2c1)N1CCOCC1	4.1%	-1.3%	6.6%	.	2.4%	-0.9%	9.3%	-9.5%	-8.9%
NNC(=O)CSCc1nc(-c2ccccc2)cs1	0.9%	.	7.0%	0.0%	2.3%	3.4%	14.8%	-4.1%	-1.6%
COc1ccc(-n2c(CN3CCN(c4ccc(F)cc4)CC3)nc3ccc([N+](=O)[O-])cc3c2=O)c(OC)c1	-7.6%	.	7.1%	-0.6%	2.4%	5.6%	-1.4%	7.9%	-7.8%
CCCOCc1ccc(O)c2ncccc12	-8.1%	.	-0.3%	3.0%	2.7%	-2.7%	-1.0%	-3.3%	-2.3%
